Screening results as filed in PubChem BioAssay.
Phagocytosis inh: macrophage phagocytosis inhibition. 0.07% of 110,000 active. inhibition, % at 5 µM. J774A.1 macrophage IgG-bead phagocytosis, imaging;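 active means inhibition above the mean of the plate negative controls plus 5 SD, cut at about 13% in these data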;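 further: phagocytic index as fraction of beads internalized from green versus red external bead signal; plate controls were DMSO negative control for no effect and cytochalasin-D positive control for full effect; some results beyond the cut were filed as inactive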
Yeast growth inh: chemicals that inhibit yeast BB579 growth in restrictive medium (lifespan-shortening candidates) | AID 804 | inhibition, % at 10 µM | S. cerevisiae BB579 growth, OD615, 48 h | 0.51% of 140,000 active;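 active means inhibition above a set limit, 3 SD over the mean compound inhibition, cut at about 44% in these data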; further: inactives centre near -24
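Test system: S. cerevisiae DeaD strain BB579 yeast; Medium: restrictive CSMM-D medium; Compound: one dose, 10 µM compound with 0.25% DMSO; Incubation: 4 h cell preincubation, 48 h compound exposure, 30 °C humidified; Signal: OD at 615 nm; Benchmarks: amphotericin B at 10 µg/mL as positive control.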
NPY-Y2 antag: NPY-Y2 (human) receptor antagonism; AID 793; inhibition, % at 2.7 µM; 0.99% of 140,000 active; NPY-Y2 expressing cells, antagonist mode; in the data active means inhibition above about 17%;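 further: 0% = vehicle with agonist challenge and 100% = reference antagonist with challenge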
Target sequence (P49146 whole entry, looked up): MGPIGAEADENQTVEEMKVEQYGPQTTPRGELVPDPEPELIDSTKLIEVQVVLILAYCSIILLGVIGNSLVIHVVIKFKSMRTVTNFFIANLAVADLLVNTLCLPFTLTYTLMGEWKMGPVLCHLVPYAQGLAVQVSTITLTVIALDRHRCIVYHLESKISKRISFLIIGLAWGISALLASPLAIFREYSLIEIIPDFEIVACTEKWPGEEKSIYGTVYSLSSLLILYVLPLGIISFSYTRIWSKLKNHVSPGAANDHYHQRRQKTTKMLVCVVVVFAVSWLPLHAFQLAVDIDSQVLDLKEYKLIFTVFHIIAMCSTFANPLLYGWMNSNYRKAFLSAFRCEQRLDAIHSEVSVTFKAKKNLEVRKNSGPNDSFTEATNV
GALR2 blocker: GALR2 (human) receptor antagonism; GALR2-expressing cells, antagonist mode; inhibition, % at 4 µM; 0.39% of 140,000 active; AID 828; in the data active means inhibition above about 27%;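 further: cells stimulated with galanin 1-16 at roughly its EC80; 0% = agonist challenge control and 100% = basal control without agonist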
Target sequence (O43603 whole entry, looked up): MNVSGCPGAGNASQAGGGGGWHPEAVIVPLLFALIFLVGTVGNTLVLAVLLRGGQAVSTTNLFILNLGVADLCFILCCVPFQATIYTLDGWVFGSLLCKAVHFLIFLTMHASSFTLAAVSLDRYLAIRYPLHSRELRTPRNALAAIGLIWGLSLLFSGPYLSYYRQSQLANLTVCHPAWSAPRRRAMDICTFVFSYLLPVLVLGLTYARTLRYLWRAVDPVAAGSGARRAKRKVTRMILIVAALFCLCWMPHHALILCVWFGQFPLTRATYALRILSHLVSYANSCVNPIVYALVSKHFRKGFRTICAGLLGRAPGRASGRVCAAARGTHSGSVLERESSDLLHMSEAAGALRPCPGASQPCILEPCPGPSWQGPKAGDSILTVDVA
PTEN del growth: growth suppressors of cells with PTEN tumor suppressor deletion; 1.2% of 140,000 active; HCT116 PTEN-null viability, CellTiter-Glo, 60 h; hits give low values; viability, % at 10 µM;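 active means viability at or below a set limit, 4 SD under the median of all tested compounds, cut at about 3.7% in these data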;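 further: PTEN knockout HCT116 line with beta catenin targeted HCT116 as companion control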
HCT116 bCat-KO: beta-catenin-lacking colon tumor cell growth suppression; AID 818; HCT116 beta-catenin knockout viability, CellTiter-Glo, 60 h; hits give low values; viability, % at 10 µM; 1.5% of 140,000 active;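 active means viability at or under a set limit, the compound median less 4 SD, cut at about 6% in these data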;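 further: 0% = Hyamine 1622 control at 20 µM and 100% = untreated cell control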
E-sel TNF inh: TNF alpha driven E-selectin expression inhibition; 0.71% of 120,000 active; HUVEC TNFa-induced E-selectin immunofluorescence, high content; inhibition, % at 2 µM;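 active means inhibition above the batch mean plus 3 SD, and confirmed as a hit on visual image review, cut at about 43% in these data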;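 further: 0% = TNF-stimulated DMSO wells and 100% = unstimulated control wells; not every result past the cut was called active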
MRP-1 activ: activators of MRP-1; H69AR cells + doxorubicin, viability rescue, CellTiter-Glo; viability increase, % at 10 µM; 0.61% of 140,000 active; AID 799;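 active means viability gain under doxorubicin at or above a set limit, the compound median plus 3 SD, cut at about 4.7% in these data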;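 further: MRP-1 overexpressing cells given doxorubicin 25 µM after compound pretreatment; 18-22 h compound pretreatment then 72 h with doxorubicin before readout; 0% = doxorubicin-only wells and 100% = vehicle-treated cells without doxorubicin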
Measles CPE: protection of cells from measles virus; 1.5% of 140,000 active; AID 841; Measles virus-infected cells, CPE protection, absorbance; protection (pct of control), % at 4 µM; in the data active means protection mostly above about 24%, no sharp cut-off; inactive means mostly below about 26%; further: some compounds called inactive have numbers as strong as hits
Yeast life ext: yeast lifespan extension. S. cerevisiae growth with nicotinamide, OD615; deaD strain in restrictive glucose medium. inhibition of the nicotinamide effect, % at 10 µM. 0.68% of 130,000 active. AID 775;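 active means inhibition above a set limit, placed 3 SD over the median of all compounds, cut at about 26% in these data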;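 further: 0% = nicotinamide-treated wells and 100% = cells grown without nicotinamide; some compounds called inactive have numbers as strong as hits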
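Test system: DeaD-strain S. cerevisiae / Buffer or medium: restrictive glucose medium / Also added: nicotinamide 1.5 mM / Doses: one concentration, 10 µM, DMSO 0.25% / Schedule: 48 h at 30 °C / Signal: OD615 measurement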
* hit, by the source's call; x = no result given.

SMILES | Phagocytosis inh | Yeast growth inh | NPY-Y2 antag | GALR2 blocker | PTEN del growth | HCT116 bCat-KO | E-sel TNF inh | MRP-1 activ | Measles CPE | Yeast life ext
CCCn1c(SCC(=O)Nc2nonc2C)nnc1-c1ccoc1C | 1.7 | 15.0 | -0.5 | 0.8 | 93.3 | 92.7 | 17.6 | -0.4 | 27.1 | -5.0
O=C(Cc1cccc2ccccc12)N/N=C1\CCCc2ccccc21 | 0.2 | -29.4 | 7.2 | 15.5 | 83.1 | 79.5 | -8.0 | -1.3 | 24.4 | -0.8
CCCCOc1ccc(C(=O)NCc2ccco2)cc1 | x | -29.6 | 3.5 | -7.1 | 96.9 | 100.6 | 8.9 | 0.9 | 8.0 | -12.0
COc1ccc(OC)c(C2C(C(=O)c3sc(C)nc3C)=C(O)C(=O)N2CCN2CCOCC2)c1 (stereo not given) | -0.9 | -21.1 | 1.4 | -4.2 | 101.5 | 96.7 | -14.0 | 1.0 | 3.5 | -9.2
Cc1ccc(C)c(N2CCN(C(=O)C3CCCN(S(=O)(=O)c4c(C)[nH]c(=O)[nH]c4=O)C3)CC2)c1 (stereo not given) | -1.0 | -21.6 | 2.8 | 9.0 | 93.6 | 77.7 | -0.7 | 0.1 | 4.1 | -6.9
COC(=O)CSc1nc2ccc(NC(=O)c3ccccc3C(=O)N3CCOCC3)cc2s1 | -6.9 | -31.9 | 2.1 | -12.1 | 93.1 | 94.0 | -12.2 | -1.7 | 22.2 | -5.3
CCC(=O)NC(=S)Nc1ccccc1F | 1.1 | -25.8 | -1.1 | -5.1 | 86.3 | 93.8 | -2.1 | -4.4 | 3.6 | -21.1
N#CC1=C(N)N=C(SCc2ccccc2)C(C(N)=O)C12CCCCC2 (stereo not given) | 2.1 | 7.6 | 4.4 | 7.5 | 95.5 | 96.4 | 9.9 | 0.3 | 5.1 | -16.3
COc1ncnc2c1NC1=C(S2)C(=NCCC(=O)O)CC(C)(C)C1 | 0.0 | -18.6 | 0.9 | 0.0 | 90.4 | 90.2 | -10.0 | -3.2 | 13.4 | -6.1
COc1ccc(C(=O)NCC(=O)OCC(=O)Nc2cc(OC)ccc2OC)cc1 | -1.4 | -42.6 | 1.0 | 5.2 | 108.3 | 98.4 | -25.1 | 0.3 | 5.2 | -10.2
CC1CC1C(=O)OCC(=O)NCc1ccc(Cl)cc1 (stereo not given) | 0.0 | -13.2 | 5.2 | -0.8 | 94.1 | 84.7 | 14.6 | -1.3 | 11.2 | -7.4
CCOC(=O)C(C)c1n[nH]c(=O)c2ccccc12 (stereo not given) | -0.2 | -48.8 | 2.1 | -9.6 | 101.7 | 95.0 | 3.3 | 0.1 | 5.8 | -2.3

Reprinted from the part before: two compounds; new compounds follow.
SMILES | Phagocytosis inh | Yeast growth inh | NPY-Y2 antag | GALR2 blocker | PTEN del growth | HCT116 bCat-KO | E-sel TNF inh | MRP-1 activ | Measles CPE | Yeast life ext
CC1CC1C(=O)OCC(=O)NCc1ccc(Cl)cc1 (stereo not given) | 0.0 | -13.2 | 5.2 | -0.8 | 94.1 | 84.7 | 14.6 | -1.3 | 11.2 | -7.4
CCOC(=O)C(C)c1n[nH]c(=O)c2ccccc12 (stereo not given) | -0.2 | -48.8 | 2.1 | -9.6 | 101.7 | 95.0 | 3.3 | 0.1 | 5.8 | -2.3
COc1ccc(-n2nc(C(=O)NCC(=O)NCc3ccc(F)cc3)c3ccccc3c2=O)c(OC)c1 | x | -49.2 | -0.2 | 2.5 | 88.9 | 84.0 | x | -0.1 | 86.8* | -30.4
Cc1ccc(/C=C2/SC(=O)N(CC(=O)N3CCOCC3)C2=O)s1 | -3.9 | -12.3 | 3.3 | -1.9 | 95.3 | 97.9 | -6.8 | 0.8 | 2.9 | 0.2
O=C(Nc1ccc2c(c1)OCO2)c1cncc(Br)c1 | -0.5 | -39.9 | -1.5 | -1.2 | 96.2 | 104.4 | 20.3 | -1.8 | 28.6 | -5.2
CCOc1ccc(NS(=O)(=O)c2ccc(NC(=S)NC(=O)C(C)C)cc2)cc1 | -0.6 | -0.9 | 1.8 | 2.2 | 76.2 | 85.8 | -35.4 | -5.2 | 3.4 | -11.4
COC(=O)CN1C(=S)N(c2ccc(OC)cc2)C(=O)/C1=C/c1cccs1 | x | -25.9 | 1.2 | -2.4 | 93.9 | 88.6 | 7.9 | -1.9 | 8.2 | 2.2
COC(=O)C1=NN(c2ccc(Cl)cc2)C2C(=O)N(c3ccccc3OC)C(=O)C12 (stereo not given) | -6.5 | -19.7 | 1.7 | 3.4 | 88.7 | 89.2 | x | -0.9 | 15.8 | 5.5
COCCNC(=O)c1c[nH]c2cc(OC)c(OC)cc2c1=O | -0.6 | -8.6 | -0.4 | 4.2 | 97.8 | 99.6 | 3.1 | -1.0 | 4.1 | -10.3
O=C1NC(c2cccs2)C(C(=O)c2ccccc2)C(O)(C(F)(F)F)N1 (stereo not given) | -1.1 | -38.7 | -1.6 | 11.3 | 92.2 | 104.0 | -8.7 | -0.3 | 10.2 | -8.8
O=C(NC1CCCC1)C(c1ccc(F)cc1)N(Cc1ccc(F)cc1)C(=O)CCl (stereo not given) | -1.6 | -27.2 | 0.2 | 2.0 | 81.1 | 82.6 | -13.0 | -4.9 | 5.8 | 6.7
CC1(C)S/C(=N/N=C/c2ccco2)NC1=O | 4.5 | 24.8 | 0.7 | -8.1 | 107.7 | 105.8 | x | 1.6 | 6.3 | -6.7
CS(=O)(=O)N(CCc1ccccc1)CC(=O)NCc1cccnc1 | 1.3 | -15.4 | 0.1 | 14.5 | 92.7 | 89.9 | 3.3 | -0.1 | 2.4 | -14.2
CCOC(=O)c1cc(OC(=O)c2cccs2)n(-c2ccccc2)n1 | 5.8 | -26.1 | 0.6 | 0.1 | 52.1 | 72.6 | -35.2 | -0.2 | 7.5 | -0.3
COc1ccc(CCNCCC(=O)Nc2c(C)cc(C)cc2C)cc1OC | -7.5 | -20.1 | 3.3 | -11.4 | 89.4 | 75.7 | x | -1.9 | 12.0 | 5.1
CSc1cc(/C=N/O)c(SC)s1 | -0.4 | -39.1 | 0.0 | 3.2 | 86.1 | 85.5 | -4.1 | -2.5 | 7.3 | -19.1
Cc1cccc(C)c1NC(=O)CN(C)C(=O)C(c1ccccc1)c1ccccc1 | -5.8 | -13.4 | 7.4 | 0.2 | 83.6 | 83.6 | x | -2.3 | 8.8 | -4.8

5 structures from above, sorted by SMILES length, falling:
SMILES | Phagocytosis inh | Yeast growth inh | NPY-Y2 antag | GALR2 blocker | PTEN del growth | HCT116 bCat-KO | E-sel TNF inh | MRP-1 activ | Measles CPE | Yeast life ext
COc1ccc(-n2nc(C(=O)NCC(=O)NCc3ccc(F)cc3)c3ccccc3c2=O)c(OC)c1 | x | -49.2 | -0.2 | 2.5 | 88.9 | 84.0 | x | -0.1 | 86.8* | -30.4
COC(=O)C1=NN(c2ccc(Cl)cc2)C2C(=O)N(c3ccccc3OC)C(=O)C12 (stereo not given) | -6.5 | -19.7 | 1.7 | 3.4 | 88.7 | 89.2 | x | -0.9 | 15.8 | 5.5
Cc1ccc(/C=C2/SC(=O)N(CC(=O)N3CCOCC3)C2=O)s1 | -3.9 | -12.3 | 3.3 | -1.9 | 95.3 | 97.9 | -6.8 | 0.8 | 2.9 | 0.2
CCOC(=O)c1cc(OC(=O)c2cccs2)n(-c2ccccc2)n1 | 5.8 | -26.1 | 0.6 | 0.1 | 52.1 | 72.6 | -35.2 | -0.2 | 7.5 | -0.3
COc1ccc(CCNCCC(=O)Nc2c(C)cc(C)cc2C)cc1OC | -7.5 | -20.1 | 3.3 | -11.4 | 89.4 | 75.7 | x | -1.9 | 12.0 | 5.1
